# Phagocytosis inh – macrophage phagocytosis inhibition; J774A.1 macrophage IgG-bead phagocytosis, imaging; inhibition, % at 5 µM; hit rate 0.07% among 110,000; AID 1029;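 active = inhibition above the mean of the plate negative controls plus 5 SD, cut at about 13% in these data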;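 note: phagocytic index as fraction of beads internalized from green versus red external bead signal; plate controls were DMSO negative control for no effect and cytochalasin-D positive control for full effect; some results beyond the cut were filed as inactive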
# NPY-Y2 antag – antagonists of human neuropeptide Y receptor Y2; NPY-Y2 expressing cells, antagonist mode; inhibition, % at 2.7 µM; hit rate 0.99% among 140,000; AID 793; in the data active = inhibition above about 17%;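 note: 0% = vehicle with agonist challenge and 100% = reference antagonist with challenge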
# Target sequence (P49146 whole entry, looked up): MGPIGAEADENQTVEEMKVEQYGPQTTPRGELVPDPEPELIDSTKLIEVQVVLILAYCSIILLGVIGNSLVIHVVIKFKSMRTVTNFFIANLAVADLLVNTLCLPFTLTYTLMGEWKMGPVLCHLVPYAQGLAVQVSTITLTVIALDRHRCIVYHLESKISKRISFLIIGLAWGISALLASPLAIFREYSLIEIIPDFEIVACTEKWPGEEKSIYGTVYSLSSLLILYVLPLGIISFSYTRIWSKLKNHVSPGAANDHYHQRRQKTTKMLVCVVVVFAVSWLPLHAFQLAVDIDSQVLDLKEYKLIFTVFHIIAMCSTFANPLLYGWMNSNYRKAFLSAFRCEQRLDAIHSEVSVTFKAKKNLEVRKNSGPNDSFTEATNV
# BB579 growth dn – yeast BB579 growth reduction in restrictive medium. hit rate 0.51% among 140,000. AID 804. S. cerevisiae BB579 growth, OD615, 48 h. inhibition, % at 10 µM;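 active = inhibition above a set limit, 3 SD over the mean compound inhibition, cut at about 44% in these data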; note: inactives centre near -24
#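 Detection: OD615 turbidity measurement; Material: Saccharomyces cerevisiae DeaD strain BB579, replicative lifespan model yeast; Timing: 48 h exposure, 30 °C; Doses: single 10 µM dose; Medium: CSMM-D restrictive synthetic medium containing dextrose (glucose); Controls: amphotericin B at 10 µg/mL as positive control.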
# Yeast life ext – yeast lifespan extension; inhibition of the nicotinamide effect, % at 10 µM; AID 775; S. cerevisiae growth with nicotinamide, OD615; deaD strain in restrictive glucose medium; hit rate 0.68% among 130,000;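 active = inhibition above a set limit, placed 3 SD over the median of all compounds, cut at about 26% in these data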;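 note: 0% = nicotinamide-treated wells and 100% = cells grown without nicotinamide; some compounds called inactive have numbers as strong as hits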
#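 System: Modified budding yeast, DeaD strain | Buffer or medium: Restrictive glucose medium | Also added: 1.5 mM nicotinamide | Doses: 10 µM single point, 0.25% DMSO | Schedule: 48 h compound exposure at 30 °C, humidified | Detection: Absorbance at 615 nm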
# GALR2 antag – blocks the human galanin receptor 2; O43603; GALR2-expressing cells, antagonist mode; inhibition, % at 4 µM; hit rate 0.39% among 140,000; AID 828; in the data active = inhibition above about 27%;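 note: cells stimulated with galanin 1-16 at roughly its EC80; 0% = agonist challenge control and 100% = basal control without agonist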
# Target sequence (O43603 whole entry, looked up): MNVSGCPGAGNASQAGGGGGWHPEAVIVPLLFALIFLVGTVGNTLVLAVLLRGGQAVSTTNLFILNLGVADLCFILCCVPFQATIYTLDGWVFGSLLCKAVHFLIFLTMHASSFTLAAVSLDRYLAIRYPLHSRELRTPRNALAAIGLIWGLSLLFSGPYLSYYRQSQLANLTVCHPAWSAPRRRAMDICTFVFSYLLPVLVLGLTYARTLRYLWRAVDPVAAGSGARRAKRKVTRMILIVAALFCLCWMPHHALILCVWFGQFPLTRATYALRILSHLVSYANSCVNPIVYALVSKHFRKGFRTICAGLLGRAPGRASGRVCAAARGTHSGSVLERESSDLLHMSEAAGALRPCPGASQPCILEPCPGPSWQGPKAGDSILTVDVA
# PTEN del growth – PTEN-deleted cell growth suppression; viability, % at 10 µM; HCT116 PTEN-null viability, CellTiter-Glo, 60 h; hits give low values; hit rate 1.2% among 140,000;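 active = viability at or below a set limit, 4 SD under the median of all tested compounds, cut at about 3.7% in these data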;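 note: PTEN knockout HCT116 line with beta catenin targeted HCT116 as companion control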
# MRP1 act – activators of MRP-1. viability increase, % at 10 µM. AID 799. H69AR cells + doxorubicin, viability rescue, CellTiter-Glo. hit rate 0.61% among 140,000;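 active = viability gain under doxorubicin at or above a set limit, the compound median plus 3 SD, cut at about 4.7% in these data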;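 note: MRP-1 overexpressing cells given doxorubicin 25 µM after compound pretreatment; 18-22 h compound pretreatment then 72 h with doxorubicin before readout; 0% = doxorubicin-only wells and 100% = vehicle-treated cells without doxorubicin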
# bCat KO growth – beta-catenin-lacking colon tumor cell growth suppression. HCT116 beta-catenin knockout viability, CellTiter-Glo, 60 h; hits give low values. viability, % at 10 µM. AID 818. hit rate 1.5% among 140,000;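 active = viability at or under a set limit, the compound median less 4 SD, cut at about 6% in these data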;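 note: 0% = Hyamine 1622 control at 20 µM and 100% = untreated cell control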
# Measles CPE – protection of cells from measles virus | Measles virus-infected cells, CPE protection, absorbance | hit rate 1.5% among 140,000 | protection (pct of control), % at 4 µM; in the data active = protection mostly above about 24%, no sharp cut-off; inactive = mostly below about 26%; note: some compounds called inactive have numbers as strong as hits
# E-sel TNF inh – TNF alpha driven E-selectin expression inhibition; HUVEC TNFa-induced E-selectin immunofluorescence, high content; inhibition, % at 2 µM; hit rate 0.71% among 120,000;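 active = inhibition above the batch mean plus 3 SD, and confirmed as a hit on visual image review, cut at about 43% in these data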;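 note: 0% = TNF-stimulated DMSO wells and 100% = unstimulated control wells; not every result past the cut was called active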
# Numbers without * were called inactive; nt = no result given. Compounds were not picked by outcome; any-hit rate near 6.4%.
SMILES,Phagocytosis inh,NPY-Y2 antag,BB579 growth dn,Yeast life ext,GALR2 antag,PTEN del growth,MRP1 act,bCat KO growth,Measles CPE,E-sel TNF inh
CCOC(=O)c1cnc(SCC(=O)Nc2nc(C)c(C)s2)nc1N,-2.3,-0.5,-48.1,-9.4,6.2,79.5,-1.4,79.1,6.0,nt
Cc1c(-c2c(C#N)c(N)nc3c2CCCCCC3)cnn1C,-2.1,-0.4,-23.4,-5.1,-6.1,104.2,-2.3,99.0,41.1,-37.3
CCn1cc(C2C(C(=O)Nc3cc(C)ccn3)=C(C)NC3=C2C(=O)CC(C)(C)C3)c(C)n1 (stereo unspecified),-4.5,-0.4,-20.9,5.9,0.1,95.5,-1.2,88.8,15.4,nt
N#CC1(C#N)[C@@H](C(=O)C23CC4CC(CC(C4)C2)C3)C12CCOCC2,-8.6,0.6,-23.1,-0.9,2.6,106.7,-3.4,95.2,3.7,nt
O=C(/C=C/c1ccc(F)cc1)c1ccccc1Br,-22.4,6.1,18.1,12.1,14.1,2.2*,-6.0,2.6*,4.3,nt
CN=c1scc(C)n1/N=C/c1ccc(O)c(O)c1O,0.5,0.2,-24.6,-14.2,-9.4,67.4,12.2*,29.4,6.4,2.2
COc1ccc(/C(N)=N/OC(=O)Cc2ccccc2)cc1,nt,4.0,-28.6,-4.4,-7.9,92.3,0.6,91.3,19.1,nt
O=C(COc1ccccc1)Nc1ccc2c(c1)nc1n2CCOC1,-0.4,4.0,-17.0,-2.9,-3.7,120.5,-0.5,107.8,15.0,nt
Cc1cccc(NS(=O)(=O)c2ccc(C)c(C(=O)OCC(=O)Nc3cc(C)on3)c2)c1,1.9,3.7,-28.7,2.7,-1.6,71.6,2.5,78.6,28.0,-9.5
Nc1nc2n(n1)C(c1ccccc1)CC(c1ccc(F)cc1)N2 (stereo unspecified),0.4,1.1,-38.3,-9.8,6.8,88.1,0.4,85.2,21.9,nt
COc1ccc(-c2nnc(SCC(=O)Nc3cc(C)on3)n2N)cc1OC,-0.6,1.7,-8.7,-15.9,1.0,92.2,-0.6,103.9,16.8,4.4
CN(C)CCN1C(=O)C(=O)/C(=C(/O)c2ccc(F)cc2)C1c1ccccc1 (stereo unspecified),-0.7,-2.1,-38.3,-4.8,8.1,104.2,-2.3,92.6,7.3,16.1
CC/C(Cc1ccccc1)=N\NC(=O)c1cc(C)oc1C,-7.7,1.6,-35.0,1.1,18.8,107.0,1.2,95.0,3.2,8.3
Cc1ccc(/C=N/NC(=O)Cn2nccc2C)o1,nt,-0.7,-26.4,1.5,2.4,95.3,0.0,107.3,26.1,-2.3
CCCOc1ccc(/C=C/C(=O)NCc2ccccc2)cc1,0.2,6.3,-46.2,-2.7,5.7,104.6,1.7,98.9,4.6,14.4
O=C(COC(=O)c1cc(-c2cccs2)nn1-c1ccccc1)Nc1ccc(Cl)c([N+](=O)[O-])c1,-5.1,7.5,-19.9,3.7,5.7,87.5,-2.4,92.1,10.8,nt
CC(C)COP(=O)(c1ccc(N(C)C)cc1)C(O)c1ccccn1 (stereo unspecified),-0.7,0.1,-84.1,-9.8,-7.8,111.1,0.1,96.9,10.1,8.3
Cc1ccc(OC(C)C(=O)Nc2ccc(C)c(S(=O)(=O)Nc3ccc(C)cc3C)c2)cc1 (stereo unspecified),nt,3.3,-21.6,3.6,6.2,55.1,-1.6,59.5,9.1,nt
O=S(=O)(/C(=C/c1ccc(C(F)(F)F)cc1)c1nc2ccccc2[nH]1)c1ccccc1,nt,0.7,-25.7,8.4,38.5*,1.6*,-5.1,1.5*,0.5,98.9*
Nc1nc(-c2ccccc2)[nH]c(=O)c1N,-4.4,4.9,-22.6,0.2,-12.3,92.6,-1.5,97.3,2.7,5.0
CCOc1ccc(Cl)cc1S(=O)(=O)N1CCN(c2ccc(F)cc2)CC1,-0.1,0.5,-31.7,-3.6,-10.4,88.6,-1.1,89.7,16.9,-4.6
O=C(CSc1nnc(-c2cccs2)n1-c1ccccc1)NCc1ccc2c(c1)OCO2,1.1,0.9,-25.4,3.7,4.5,89.0,-3.2,92.9,18.0,-9.3
CCN(CC)S(=O)(=O)c1cccc(C(=O)N2CC(O)CC2C(=O)OC)c1 (stereo unspecified),-0.4,0.6,-25.3,-2.6,-2.1,102.4,-1.1,91.3,12.7,22.2
Cc1cc(SCCOc2ccc(Br)cc2)nc(N)n1,0.3,16.6,-39.5,-8.4,-6.0,82.1,3.5,81.2,7.6,-23.8
O=C(Cn1nnc2ccccc21)OCC(=O)c1ccccc1,nt,-1.4,-30.8,nt,-3.8,90.4,-0.3,95.0,23.4,-9.6

# Two compounds from above, limited to BB579 growth dn, NPY-Y2 antag and bCat KO growth:
SMILES | BB579 growth dn | NPY-Y2 antag | bCat KO growth
O=C(COC(=O)c1cc(-c2cccs2)nn1-c1ccccc1)Nc1ccc(Cl)c([N+](=O)[O-])c1 | -19.9 | 7.5 | 92.1
Nc1nc(-c2ccccc2)[nH]c(=O)c1N | -22.6 | 4.9 | 97.3

# Later entries
SMILES,Phagocytosis inh,NPY-Y2 antag,BB579 growth dn,Yeast life ext,GALR2 antag,PTEN del growth,MRP1 act,bCat KO growth,Measles CPE,E-sel TNF inh
O=C(CCN1CCN(C/C=C/c2ccccc2)CC1)Nc1ccccc1F,6.2,2.4,10.8,2.1,15.2,89.5,-2.7,87.6,29.0,-32.5
CC(C)CC(=O)Nc1cc2nn(-c3ccccc3)nc2cc1Cl,2.3,-2.0,-16.2,-6.6,-15.0,93.2,-0.3,79.3,12.4,nt
CC1CCCN(c2nc3c(c(=O)[nH]c(=O)n3C)n2CCCc2ccccc2)C1 (stereo unspecified),0.5,8.6,-31.4,4.5,-17.8,89.6,-5.0,76.4,42.0*,-51.7
Cc1noc(C)c1C(=O)Nc1ccccc1-c1ccccc1,-0.4,2.8,-10.2,-19.5,0.5,106.3,-3.0,96.3,4.6,11.2
Fc1ccc(CN2CCN(c3ncccn3)CC2)cc1,0.2,0.5,-64.2,-13.1,-10.6,96.9,0.1,90.8,36.0*,1.4
Cc1ccc2c(c1)CCCN2C(=O)c1ccncc1,nt,2.9,-17.8,-1.2,2.1,83.2,-2.6,91.9,10.1,23.9
CCOC(=O)C1=C(CSc2nc(CC)c(C)cc2C#N)OC(N)=C(C#N)C1c1ccc(OC)cc1 (stereo unspecified),nt,1.9,-17.3,nt,9.0,24.8,-6.9,9.3,12.9,14.0
CCN(CC)S(=O)(=O)c1ccc2nc(CSc3nnnn3-c3ccc(O)cc3)[nH]c2c1,-0.3,2.1,-36.3,-8.4,-14.7,99.8,-0.8,98.5,5.8,-9.6
COC(=O)NNC(=O)C(C)Oc1ccc(Cl)cc1Cl (stereo unspecified),2.7,2.7,3.0,-9.1,2.5,98.8,-0.6,104.4,17.3,2.5
CSCC[C@H](NC(=O)CC(C)(C)C)c1nc2ccccc2[nH]1,nt,2.3,-22.8,-7.4,3.7,87.8,-1.9,81.2,8.0,nt
COc1ccc(C)cc1S(=O)(=O)N(C)CC(=O)NCc1ccco1,-1.3,2.0,-58.4,-10.1,10.6,97.9,-1.2,95.0,14.6,-21.3
NC(=O)c1ccccc1N/C=C/C(=O)c1ccc(Cl)cc1,-0.6,1.4,-40.2,5.7,3.7,49.0,-2.3,47.7,7.4,1.4
COc1ccc(Cn2nnnc2C(c2cc3cccc(C)c3[nH]c2=O)N2CCOCC2)cc1 (stereo unspecified),-2.3,-1.2,-12.9,-15.2,6.4,96.2,-2.3,81.7,5.0,19.0
O=C(Nc1ccc(S(=O)(=O)NC2CCCC2)cc1)c1cnccn1,nt,22.7*,5.6,3.1,15.0,87.7,-0.2,92.8,0.9,-17.4
CC1(C)C(C=C(Cl)Cl)C1C(=O)N(Cc1ccccc1Cl)C1CCS(=O)(=O)C1 (stereo unspecified),0.7,5.0,-21.0,-1.9,-6.4,65.1,-3.6,66.5,4.5,-8.9
CN1CCN(Cc2nc3ccccc3c(=O)n2Cc2nc(-c3ccc4ccccc4c3)cs2)CC1,-5.4,9.5,-32.0,0.8,11.0,0.7*,-6.7,0.8*,0.2,0.3
O=C(Nc1cnn(Cc2ccccc2)c1)c1cc2nc(-c3ccco3)cc(C(F)(F)F)n2n1,-0.7,3.6,-19.9,1.2,18.7,77.2,-3.2,91.4,21.6,nt
O=C(Nc1ccccc1)c1ccc(S(=O)(=O)N2CCOCC2)cc1,1.8,1.4,-15.5,-17.7,-0.9,102.4,0.8,104.5,14.0,13.0
CC1(C)CNC(=O)CC(C)(C)N1O,-2.5,-1.2,-10.4,-3.5,11.5,95.5,-0.2,96.2,19.3,-3.4
O=c1c2ccccc2n(Cc2ccccc2F)c(=O)n1Cc1ccccc1F,0.1,0.8,-31.3,3.8,0.2,79.8,-2.5,84.4,21.9,-1.5
Cc1ccc(OCC(=O)Nc2ccc(-c3nc4ncccc4o3)cc2)c(C)c1,-0.5,3.0,6.9,-13.1,0.8,102.5,-2.3,101.5,6.9,15.6
CCOCC(=O)N1CCCC(C(=O)OCC)C1 (stereo unspecified),1.2,1.9,-44.2,-8.2,-12.8,97.5,-0.2,105.0,8.8,-11.7
CS(=O)(=O)N1CCN(c2ccc(C(=O)NC34CC5CC(CC(C5)C3)C4)cc2[N+](=O)[O-])CC1,-4.8,3.8,-40.6,1.7,-8.9,91.6,-1.3,89.3,16.6,nt
CCOC(=O)c1c(C)c(C(=O)NCCOC)c(C)n1CC,-0.6,0.7,2.8,-4.3,12.3,99.3,-1.9,103.8,10.8,-8.4
COc1ccc(O[C@H]2C=C[C@@H](c3ccccc3)O[C@@H]2COC(=O)CC/C(C)=N/O[C@@H](C)c2cc(-c3c(C)cc(C)cc3C)no2)cc1,nt,2.9,-43.2,2.2,-10.0,75.7,-2.4,68.2,4.8,nt

# Following part.
SMILES,Phagocytosis inh,NPY-Y2 antag,BB579 growth dn,Yeast life ext,GALR2 antag,PTEN del growth,MRP1 act,bCat KO growth,Measles CPE,E-sel TNF inh
Cc1ccc2cc(-c3noc(C(C)(C)C)n3)c(=O)[nH]c2c1,-0.7,0.5,-29.7,-5.8,-5.0,102.2,1.6,114.3,35.4,45.4
CCOC(=O)N1CCN(C(=O)CSc2nnc(-c3cccc(OC)c3)o2)CC1,-1.0,5.3,-10.9,-7.7,-10.5,80.3,-3.3,85.8,5.3,nt
CCOc1cc(C#N)c(NC(=O)Cn2nnc3ccccc32)cc1OCC,-2.8,-0.5,-32.9,-2.8,0.5,89.3,-3.3,93.6,8.5,-2.7
Oc1nc(Nc2ccc(Cl)cc2Cl)sc1/C=C1\C=Nc2ccccc21,0.1,2.7,12.1,-4.8,0.1,90.8,-0.9,85.6,10.2,nt
O=C(CN1CCNCC1)Nc1ccccc1Cl,-0.5,3.7,-17.6,-7.5,2.5,98.5,-0.9,91.8,22.8,7.6
Cc1csc(SCc2nnc(-c3ccccc3Br)o2)n1,-0.1,3.0,-19.8,-6.2,5.0,94.7,-2.4,82.1,9.0,nt
COc1cc(/C=C2/SC(=S)N(C)C2=O)ccc1OC(=O)c1ccco1,nt,-1.0,-28.6,-4.2,6.9,82.1,-3.8,81.4,13.3,-3.0

# Screening results deposited in PubChem BioAssay by several laboratories.
